# S3 lipid droplet = qHTS Assay for Lipid Storage Modulators in Drosophila S3 Cells. Drosophila S3 cells, BODIPY lipid droplet fluorescence, 18-24 h; cells fed with added oleic acid. 320,000 compounds, 0.64% hits. AID 2685, 2010. lipid storage change, negative = inhibition, % at the top dose, mostly 46.1 µM; hits show Potency in µM; active = well fitted inhibition curve with a large enough effect in the signal ratio, with a control signal flat, not every such curve was filed as active; inconclusive = small, poorly fitted or top-dose-only effect, or effect the other way, or a change in a side signal; the % refers to the signal ratio
#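 Laser-scanning cytometry quantifies lipid droplet accumulation (500–530 nm total intensity; droplet/cell object ratio) in oleic acid-fed (400 uM added) Drosophila S3 cells treated with a concentration series. 20 uM Triacsin C defined 100% inhibition.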
# S3 lipid droplet cell count max = further read-out of S3 lipid droplet, marked with its call; cell number change, %; measured here: cell count max response;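 cells counted by Cell Tracker Red CMTPX staining in the red channel; peak over a dose series mostly up to 46.1 µM; percent activity relative to internal control wells on each plate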
# * = called active by the depositor; i = inactive; u = inconclusive; x = no result given; [ ] = another dose, or the depositor's remark. % is scaled to controls: 0 for no effect and ±100 for the full control effect; potency is read from the fitted curve at half-maximal effect. This is a subset, so the mix of outcomes need not match the whole.
SMILES,S3 lipid droplet,S3 lipid droplet cell count max
Cc1cccc(NC(=O)c2cc([N+](=O)[O-])ccc2NC2CCCCC2)c1,u,x
CCCCN(CCCC)Cc1ccc(C(=O)NNC(=O)Nc2ccccc2)o1,3%,1
COc1ccc(N(C(C)C(=O)N/N=C/c2ccc(OCC(C)C)cc2)S(C)(=O)=O)cc1 (stereo not given),u,x
Cc1cc(C(=O)N2CCCC(C(=O)c3ccc(Oc4ccccc4)cc3)C2)n[nH]1 (stereo not given),u,x
CC1CC(C)CN(C(=O)C2CCCN(S(=O)(=O)c3cccc4nonc34)C2)C1 (stereo not given),u,x
Cc1ccc(S(=O)(=O)CCC(=O)Nc2nc(-c3ccncc3)cs2)cc1,u,x
O=C(COC(=O)c1cccs1)Nc1cc(S(=O)(=O)N2CCOCC2)ccc1Cl,u,x
CC(=O)c1ccc2noc(-c3ccc(C)cc3)c2c1,16%,29
COCCN(C(=O)CCC(=O)Nc1ccccn1)C(C(=O)NCCC(C)C)c1ccc(C)cc1 (stereo not given),i,6
COCCCNC(=S)N/N=C/c1ccccc1O,u,x
COc1ccc(/C(C)=N\NS(C)(=O)=O)c(OC)c1,10%,9
COc1cc(NC(=O)Cn2ncc(Cl)c(Cl)c2=O)c(C)cc1[N+](=O)[O-],u,x
NC1=NN=C(N2N=C(c3ccccc3)CC2(O)C(F)(F)F)n2ncnc2C1 (stereo not given),2%,-9
CCN1CCN(c2c(Cl)cccc2NC(=O)c2ccc3c(c2)OCCO3)CC1,i,x
Cc1ccc[n+](CC(=O)N2CCCCC2)c1C,13%,13
Cc1cc(Sc2nc(NC(C)C)nc(NC(C)C)n2)nc(Cl)n1,i,x
CCN(CC(=O)NC1CCS(=O)(=O)C1)C(=O)c1ccc(S(=O)(=O)N(CC)CC)cc1 (stereo not given),u,x
O=C(CCn1nnc2ccccc21)NNC(=O)C1CCCCC1,0%,7
Cc1ccc2c(C)c(C(=O)N3CCN(c4ncccn4)CC3)oc2c1C,u,x
CSc1nc(NS(=O)(=O)c2cc(C)c(Cl)cc2Cl)nn1C,-7%,11
CCCC(=O)Nc1nnc(-c2ccco2)s1,i,8
O=C(Cc1ccc([N+](=O)[O-])cc1)NCC1CCCO1 (stereo not given),-4%,-4
Cc1cc2[nH]c(=O)c(=O)[nH]c2cc1S(=O)(=O)N1CCC(C)CC1,u,x
Cc1ccccc1NC(=O)C1CCN(C2=NS(=O)(=O)c3ccccc32)CC1,-7%,-11
CCOC(=O)N1CCN(C(=O)c2oc(=O)c3ccccc3c2-c2ccc(C)cc2)CC1,-10%[9.22 µM],-13
Cc1ccc(-c2nc3ncccc3o2)cc1NC(=O)c1cccnc1,u,x
CC(C)C(NC(=O)/C(=C\c1ccco1)NC(=O)c1ccco1)C(=O)O (stereo not given),i,3
COc1ccc(NC(=O)C#Cc2ccccc2)cc1OC,u,x
CCN(CC)S(=O)(=O)c1ccc(OC)c(NC(=O)COc2ccc3c(C)cc(=O)oc3c2)c1,u,x
COc1ccc(S(=O)(=O)N2CCN(C(=O)CCCN3C(=O)NC4(CCCC4)C3=O)CC2)cc1,u,x
CCCOc1ccc(/C(O)=C2/C(=O)C(=O)N(CCCn3ccnc3)C2c2ccc(C)o2)cc1 (stereo not given),u,x
CC1(C)C2CCC1(C)C(OC(=O)C[n+]1ccccc1N)C2 (stereo not given),u,x
NC(=O)c1ccc[n+](CC(=O)NCc2ccc(Cl)cc2)c1,-5%,6
COc1ccc(NS(=O)(=O)c2ccc(N3CCOCC3)c(NC(=O)c3ccccc3Br)c2)cc1,-24%,0
COc1cc(OC)cc(C2=NCCN2)c1,u,x
Cc1ccc(-c2nn(CC(=O)NCc3ccco3)c(=O)c3ccccc23)cc1,u,x
O=C(Nc1ccccc1)c1nc2ccccc2s1,u,x
NC(=O)Cc1ccc2sc(-c3ccccc3)nc2c1,u,x
COc1ccc(Cl)cc1S(=O)(=O)N1CCC(C(=O)NC2CC2)CC1,28%,-12
Cc1ccc(/C(O)=C2\C(=O)C(=O)N(CC(C)O)C2c2ccccn2)cc1 (stereo not given),-4%,13
CCOC(=O)c1c(NC(=O)CSc2nnc(C)s2)sc2c1CCC(CC)C2 (stereo not given),u,x
COc1ccc(OC)c(N(CC(=O)Nc2cccnc2)S(C)(=O)=O)c1,u,x
COC(=O)CNC(=O)c1sc2ncn(CC(=O)Nc3ccc(C)c(Cl)c3)c(=O)c2c1C,0%,13
COc1ccc(-n2c(C)c(C(C)=O)c(C(C)=O)c2C)cc1,u,x
O=C(O)c1cc2nc3c(c(C(F)(F)F)n2n1)CCc1ccccc1-3,u,x
N#CC(C#N)=C(Nc1ccccc1)c1ccccc1,14%,x
O=C(CSc1nc2ccccc2o1)c1cc2ccccc2oc1=O,3%,-7
O=S(=O)(c1ccc(NC(=S)Nc2ccc(OC(F)F)cc2)cc1)N1CCOCC1,3%,4
COC(=O)c1ccc(Nc2c([N+](=O)[O-])c(=O)oc3ccccc23)cc1,-2%,-5
CCOc1cc(C(=O)NC(=S)Nc2cccnc2)cc(OCC)c1OCC,u,x
Cn1cc[nH]c1=S,-4%,-7
O=C(Nc1ccnn1C1CCN(Cc2cccc(OCCO)c2)CC1)C1CC1,u,x
COc1ccc(C2/C=C\CN(S(=O)(=O)c3ccc(-c4ccccc4)cc3)CC(=O)N2Cc2ccc(F)cc2)cc1 (stereo not given),u,x
Cc1cc2c(cc1S(=O)(=O)NCc1ccccc1)OCC(=O)N2,-8%,-3
Cc1ccc(C(=O)N/C(=C\c2cccs2)C(=O)NCCCN2CCOCC2)cc1,u,x
CC(Oc1ccc(Cl)cc1Cl)C(=O)NC(=S)N1CCc2ccccc21 (stereo not given),u,x
COc1ccc(CNc2nc3c(c(=O)[nH]c(=O)n3C)n2Cc2ccccc2C)cc1,u,x
CC(C)Cn1c(SCC(=O)Nc2cc(Cl)c(Cl)cc2Cl)nc(O)cc1=O,-53%[0.0737 µM],x
CC(=O)c1ccc(OCCCC(=O)Nc2cc(S(=O)(=O)N3CCCCC3)ccc2C)cc1,u,x
COc1ccc(C(=O)Nc2nc(C)cs2)cc1S(=O)(=O)N1CCCC1,3%[9.22 µM],2

# Remaining list, next part
SMILES,S3 lipid droplet,S3 lipid droplet cell count max
COc1ccc(/C=N/n2cnnc2SCCO)cc1OC,7%,1
CCOC(=O)C(CCCOc1cccc(CC)c1)C(=O)OCC,u,x
Cc1cccc(NC(=O)/C=C/c2ccc([N+](=O)[O-])s2)c1,21µM*,-28*
COc1cc([C@H]2[C@@H]3CCCC[C@]3(O)CCN2CC(=O)Nc2ccc(C)cc2C)ccc1O,u,x
O=c1c2oc3ccccc3c2ncn1Cc1ccccc1F,u,x
CCN(CCC#N)c1ccc(/C=N/Nc2nc(C)cc(=O)[nH]2)c(C)c1,-5%,-20
CCN(CC(=O)Nc1ccc(NC(C)=O)cc1)C(=O)c1cccc(S(=O)(=O)N2CCc3ccccc3C2)c1,u,x
CCN(CC(=O)Nc1ccc(C)c(S(=O)(=O)N(C)C)c1)Cc1ccccc1,-4%,8
Cc1ccc(-n2c(SCC(=O)NCC3CCCO3)nc3ccccc3c2=O)cc1C (stereo not given),u,x
CCCCn1c(O)c(C=NCCCN(C)C)c(=O)[nH]c1=O,18%,12
CCCN1CCN(CCCNC(=O)CN2C(=O)c3cccnc3Oc3ccc(Cl)cc32)CC1,u,x
N#Cc1cccc(NC(=O)CN2C(=O)NC3(CCCCCC3)C2=O)c1,u,x
CCCCn1c(N)c(N(CC(C)C)C(=O)C2CC(=O)N(c3ccc(CC)cc3)C2)c(=O)[nH]c1=O (stereo not given),u,x
O=C(Nc1ccc(-c2cnco2)cc1)c1ccccc1,u,x
CCOC(=O)c1ccc(NC(=O)CC2COc3ccccc3O2)cc1 (stereo not given),-17%,-1
O=C(O)CC(NC(=O)C12CC3CC(CC(C3)C1)C2)c1cccc(Cl)c1 (stereo not given),i,12
Cc1cc2nn(-c3cccc4ccccc34)nc2cc1N,u,x
COc1ccc2c(c1)cc(C(=O)N[C@H](C(=O)N1CCC[C@H]1C(=O)O)C(C)C)n2C,20%,7
N#Cc1c(-c2ccco2)c2c([nH]c1=S)CCCC2,i,x
COc1cc(OC)c(OC)cc1/C=C1/Cc2ccccc2C1=O,-16%,26
NC(=O)c1ccc2c(=O)n3c(-c4cccs4)csc3nc2c1,u,x
O=C(c1cc(-c2cccc(Cl)c2)on1)N1CCCC1,u,x
CCc1ccc(OC(C)C(=O)Nc2ccccc2C(=O)N2CCOCC2)cc1 (stereo not given),i,12
O=C1NC(=O)/C(=C\c2ccc(OCc3cnc(Cl)s3)cc2)S1,-12%[9.22 µM],-14
COc1ccccc1CNc1ccc(N2CCOCC2)c(C(=O)O)c1,10%,24
CC(C)(C)n1nnnc1C(c1cccs1)N(Cc1ccccc1)Cc1ccco1 (stereo not given),12%,-27
CCOC(=O)C1CCCN(C(=O)c2cc(-c3ccc(C)cc3)on2)C1 (stereo not given),u,x
Cc1ccc(Nc2nc(-c3sc(N)nc3C)cs2)cc1,u,x
O=C1NC(c2ccccc2)CCC1(Cl)Cl (stereo not given),3%,10
COc1ccc(Br)cc1C(=O)Nc1cccc2ncccc12,23%[9.22 µM],-21
CN(C)/C=C1/Sc2ccccc2C1=O,-3%,12
CC(C)(C)c1csc(NC(=O)Cn2c(=O)oc3ccccc32)n1,u,x
Cc1cc(NC(=O)C2C3C(=O)N(Cc4ccc(Cl)cc4)C(C(=O)NC(C)(C)C)C34C=CC2(C)O4)no1 (stereo not given),u,x
CSc1ccc(N/N=C(/C#N)S(=O)(=O)C(C)(C)C)cc1,-9%,-12
Cc1cc(C)nc(NC(=O)C(c2ccccc2)c2ccccc2)n1,0%,11
Cc1cc(OCC(=O)N2CCC(O)(c3ccc(Cl)cc3)CC2)c2c(C)cc(=O)oc2c1,i,-22
O=C(Cn1nc(-c2ccccc2)ccc1=O)N1CCCCC1,-5%,-18
Cc1c(OC(C)C(=O)N[C@H](C(=O)O)c2ccccc2)ccc2c3c(c(=O)oc12)CCCC3 (stereo not given in full),-14%,-8
O=C(Nc1ccccc1C(=O)Nc1ccccc1)c1cccs1,i,18
Cc1ccc(N(CC(=O)NC2CCCC2)C(=O)Cn2nnc(-c3ccccc3F)n2)cc1,u,x
COc1cc(S(=O)(=O)NCC2(N3CCCCC3)CCCCC2)ccc1NC(C)=O,u,x
O=C(Cn1cnc2ccccc2c1=O)Nc1ccc(S(=O)(=O)N2CCCC2)cc1,u,x
CCn1c(=O)[nH]c(=O)c2c(N)c(C(=O)c3ccccc3OC)sc21,17%,-2
Nc1nnc(SCC(=O)c2ccc([N+](=O)[O-])cc2)s1,i,x
COC(=O)/C=C/c1cnc[nH]1,i,-3
Cc1cccc(NC(=S)NNC(=O)c2csc3c2CCC(C)C3)c1 (stereo not given),u,x
CCC1Oc2ccc(C)cc2N(CC(=O)NCCCN2CCCCC2C)C1=O (stereo not given),u,x
O=C(CNc1cccc(S(=O)(=O)N2CCOCC2)c1)Nc1ccc(C(F)(F)F)cc1,u,x
COc1cc(C(=S)N2CCCC2)ccc1OC(=O)c1ccc(Cl)cc1[N+](=O)[O-],-19%,-13
CCOc1ccc(CN(C)CC(=O)c2c(N)n(Cc3ccccc3)c(=O)n(CC)c2=O)cc1OC,u,x
CCCCN(C(=O)C1=COCCO1)c1c(N)n(CCCC)c(=O)[nH]c1=O,u,x
O=C(O)CC(CC(=O)Nc1ccc(Oc2ccccc2)cc1)c1ccccc1 (stereo not given),u,x
Cc1ccc(S(=O)(=O)NC2CC(C)(C)NC(C)(C)C2)cc1C,u,x
O=c1cc(CO)oc(CN2CCN(c3ccccc3F)CC2)c1O,-2%,3
CCC(=O)N1CCc2cc(S(=O)(=O)NCCC(=O)N3CC=C(c4ccccc4)CC3)ccc21,20%,-20
O=C(NCc1ccccn1)Nc1ccc(F)c(Cl)c1,15%,0
CCOc1ccccc1NC(=O)NCCN1CCCCC1,u,x
CCOC(=O)C1(CC2CCCCO2)CCN(C(=O)Nc2ccc(C)c(C)c2)CC1 (stereo not given),-2%,0
COc1ccc(CCNC(=O)CN(c2ccccc2OC)S(C)(=O)=O)cc1,u,x

# Another view of part of the listing above.
O=C(NCc1ccccn1)Nc1ccc(F)c(Cl)c1
- S3 lipid droplet: 15%
- S3 lipid droplet cell count max: 0
CCOc1ccccc1NC(=O)NCCN1CCCCC1
- S3 lipid droplet: u
- S3 lipid droplet cell count max: x
CCOC(=O)C1(CC2CCCCO2)CCN(C(=O)Nc2ccc(C)c(C)c2)CC1 (stereo not given)
- S3 lipid droplet: -2%
- S3 lipid droplet cell count max: 0
COc1ccc(CCNC(=O)CN(c2ccccc2OC)S(C)(=O)=O)cc1
- S3 lipid droplet: u
- S3 lipid droplet cell count max: x

# Bioassay records as filed in PubChem BioAssay.
